# LAP4 TOR yeast: modulators of LAP4-GFP expression in yeast, primary screen, S. cerevisiae, multiplex flow cytometry, MLPCN library; 3 h; median GFP as percent of DMSO wells; GFP response vs DMSO, % at 10 µM; 320,000 tested, 0.34% active;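 active = GFP response vs DMSO above a set limit, about the screen mean plus 3 SD, cut at about 150% in these data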
# RPL19A-GFP yeast: RPL19A-GFP expression modulators in yeast, primary screen, cell-based, S. cerevisiae, multiplex flow cytometry, MLPCN; S. cerevisiae RPL19A-GFP strain, 3 h; stronger effect = lower value; percent response vs DMSO, % at 10 µM; 330,000 tested, 0.3% active; AID 2025, 2009;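 active = percent response vs DMSO below 50%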;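 also: median channel GFP fluorescence of the barcoded RPL19A-GFP strain; ratio of sample median GFP to plate DMSO average so 100% = DMSO; lower means less RPL19A-GFP as with rapamycin TOR inhibition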
# AGP1 TOR yeast: modulators of AGP1-GFP expression in yeast TOR pathway, primary screen, cell-based, multiplex flow cytometry, S. cerevisiae, MLPCN library. 3 h; GFP as percent of DMSO wells. GFP response vs DMSO, % at 10 µM. 320,000 tested, 0.02% active. AID 2066, 2009;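 active = GFP response relative to DMSO above a set limit, near screen average plus 3 SD, cut at about 150% in these data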;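 also: median GFP channel fluorescence of the gated AGP1 strain per well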
# CR mimetic SO: reduction of superoxide in aged yeast, primary screen, HTS | superoxide response (% of plate mean), % at 10 µM | 330,000 tested, 0.18% active | S. cerevisiae aged cells, superoxide DHE fluorescence; stronger effect = lower value;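 active = superoxide response under a set limit, about three screen SD below normal, cut at about 65% in these data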;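 also: yeast aged for seven days with compound at 30 °C before DHE staining; 100% = average MFI of all compound-treated wells on the plate with controls excluded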
# MEP2-GFP yeast: modulators of MEP2-GFP levels in yeast, primary screen, S. cerevisiae, multiplex flow cytometry, MLPCN library; 330,000 tested, 0.51% active; GFP response vs DMSO, % at 10 µM; AID 2016, 2009; S. cerevisiae MEP2-GFP strain, 3 h; 100% = DMSO control level;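 active = GFP response versus DMSO above a set limit, roughly screen mean plus 3 SD, cut at about 180% in these data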;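 also: median GFP fluorescence of the barcode-gated MEP2-GFP cells per well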
# GRK2 aptamer HTS: compounds blocking aptamer binding on GRK2 – biochemical, human GRK2, bead flow cytometry, HTS, primary screen. FAM-aptamer displacement from GRK2. Beta-adrenergic receptor kinase 1 (Homo sapiens), P25098. AID 488847, 2010. inhibition of aptamer binding, % at 10 µM. 330,000 tested, 0.59% active;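 active = inhibition of aptamer binding above 40%, roughly 3 SD of noise, on plates passing a quality check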;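 also: median bead fluorescence of bound FAM aptamer so fluorescent compounds give negative values; no value below 0 was filed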
# Target sequence (P25098 whole entry, looked up): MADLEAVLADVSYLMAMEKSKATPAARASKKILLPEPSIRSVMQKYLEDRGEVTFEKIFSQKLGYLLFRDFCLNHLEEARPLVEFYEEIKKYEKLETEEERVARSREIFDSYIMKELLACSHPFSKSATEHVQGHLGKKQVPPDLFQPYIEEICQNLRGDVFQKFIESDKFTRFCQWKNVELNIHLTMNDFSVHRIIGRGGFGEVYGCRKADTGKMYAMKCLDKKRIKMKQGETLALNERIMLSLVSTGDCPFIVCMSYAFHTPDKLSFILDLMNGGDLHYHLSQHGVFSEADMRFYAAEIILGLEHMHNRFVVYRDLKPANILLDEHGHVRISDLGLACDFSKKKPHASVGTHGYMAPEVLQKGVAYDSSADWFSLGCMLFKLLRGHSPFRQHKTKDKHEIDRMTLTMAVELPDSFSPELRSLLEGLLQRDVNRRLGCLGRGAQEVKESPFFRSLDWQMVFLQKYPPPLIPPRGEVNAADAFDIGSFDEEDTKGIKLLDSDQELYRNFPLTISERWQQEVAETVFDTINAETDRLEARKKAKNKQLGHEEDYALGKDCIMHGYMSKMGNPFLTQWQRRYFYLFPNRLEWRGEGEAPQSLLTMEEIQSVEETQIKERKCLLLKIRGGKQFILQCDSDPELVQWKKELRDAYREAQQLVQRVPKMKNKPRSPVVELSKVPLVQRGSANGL
# CIT2-GFP yeast: modulators of CIT2-GFP expression in yeast, primary screen, S. cerevisiae, GFP fusion, multiplex flow cytometry, MLPCN library; S. cerevisiae CIT2-GFP strain, 3 h; 100 means same as DMSO wells; GFP response vs DMSO, % at 10 µM; 320,000 tested, 0.065% active;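 active = GFP response relative to DMSO above a set limit, near the screen mean plus 3 SD, cut at about 150% in these data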;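 also: ratio of well median GFP fluorescence to mean of DMSO wells on the plate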
# VLA-4 inh: inhibition in human VLA-4 binding assay, primary screen, VLA-4 allosteric modulator project, MLPCN library, flow cytometry, VLA-4 expressing cells. ligand binding flow cytometry. inhibition, % (about 7 µM as worked out from the volumes in the protocol). 330,000 tested, 0.2% active; in the data active = inhibition above about 50%
# Numbers without * were called inactive; x = no result given.
SMILES,LAP4 TOR yeast,RPL19A-GFP yeast,AGP1 TOR yeast,CR mimetic SO,MEP2-GFP yeast,GRK2 aptamer HTS,CIT2-GFP yeast,VLA-4 inh
COc1ccc(NC(=O)CN2C(=O)NC3(CCCC3)C2=O)c(OC)c1,96,100,104,97,98,2,104,-2
O=C(NC(Cc1c[nH]c2ccccc12)C(=O)O)c1ccc2c(c1)OCO2 (stereo not drawn),109,109,106,106,109,3,109,8
O=C(O)c1cccc(-n2cccc2/C=C2/SC(=O)N(CC(=O)N3CCCC3)C2=O)c1,101,100,106,98,103,34,104,28
CC1(C)Cc2c(c(N3CCOCC3)nc3sc4c(NCc5ccccc5)nnnc4c23)CS1,114,98,104,95,114,2,101,1
CCOC(=O)COc1cccc2c(=O)n(CC(=O)N3CCCc4ccccc43)ccc12,111,103,96,97,100,1,97,16
Cc1nc(C)c(-c2ccc(SCc3ccccc3C)nn2)s1,127,97,100,96,101,0,93,13
CCOc1cc(C=O)ccc1OCC(=O)NC(C)(C)C,82,103,102,113,105,0,106,12
NC(=O)c1ccc[n+](CC(=O)OCCC23CC4CC(CC(C4)C2)C3)c1,94,98,97,97,101,0,102,-14
Cc1cc2c(OCC(O)CNC3CCCCC3)cccc2[nH]1 (stereo not drawn),106,94,99,112,90,0,86,-4
c1ccc2cc(-c3csnn3)ccc2c1,98,100,101,102,108,0,105,4
O=C(CSc1nnc(-c2ccco2)c(-c2ccco2)n1)Nc1ccccc1,109,102,108,106,106,19,104,-9
Cc1ccc(SCC(=O)OCC(=O)NC(C)c2ccc(Br)cc2)cc1 (stereo not drawn),94,105,102,98,97,0,108,7

# Overlap with the part before: 6 entries, followed by the next part.
SMILES,LAP4 TOR yeast,RPL19A-GFP yeast,AGP1 TOR yeast,CR mimetic SO,MEP2-GFP yeast,GRK2 aptamer HTS,CIT2-GFP yeast,VLA-4 inh
CCOc1cc(C=O)ccc1OCC(=O)NC(C)(C)C,82,103,102,113,105,0,106,12
NC(=O)c1ccc[n+](CC(=O)OCCC23CC4CC(CC(C4)C2)C3)c1,94,98,97,97,101,0,102,-14
Cc1cc2c(OCC(O)CNC3CCCCC3)cccc2[nH]1 (stereo not drawn),106,94,99,112,90,0,86,-4
c1ccc2cc(-c3csnn3)ccc2c1,98,100,101,102,108,0,105,4
O=C(CSc1nnc(-c2ccco2)c(-c2ccco2)n1)Nc1ccccc1,109,102,108,106,106,19,104,-9
Cc1ccc(SCC(=O)OCC(=O)NC(C)c2ccc(Br)cc2)cc1 (stereo not drawn),94,105,102,98,97,0,108,7
O=C(CSc1nnc2c(n1)[nH]c1ccccc12)NCc1ccco1,95,87,93,94,87,0,82,-2
CC(C)CCOc1ccc(C(=O)NCCC(=O)N2CCOCC2)cc1,104,100,103,114,104,2,99,9
Cc1ccc(C(=O)c2ccccc2C(=O)O)cc1C,121,98,94,89,92,1,81,-5
O=C(Nc1ccc2oc(-c3ccccc3)nc2c1)c1ccc2c(c1)OCCO2,105,96,100,147,98,0,87,60*
COc1cccc(CNC(=O)CN2C(=O)CSc3ccc(S(=O)(=O)N4CCCC4)cc32)c1,110,98,98,97,91,2,91,0
CCC(C)/C=C/C1=CC2=C(Cl)C(=O)C3(C)OC(=O)C(C(=O)C(C)C(C)O)C3C2=CO1 (stereo not drawn),108,102,105,96,102,0,97,-26
OCCN(Cc1ccccc1)Cc1ccccc1F,97,96,90,92,103,5,97,5
O=c1[nH]cnc2cc(-c3ccc(Br)cc3)sc12,103,101,89,102,107,1,104,-4
Cc1ccc(S(=O)(=O)N2CCN(C(=O)C3CC(=O)N(c4ccc5c(c4)OCCO5)C3)CC2)cc1 (stereo not drawn),94,93,99,87,95,5,102,-2
Cc1ccccc1/C=N\NC(=O)c1ccc(Cn2cccn2)o1,91,103,96,97,100,0,98,-7
Cc1noc(C)c1CSCC(=O)Nc1cc(Cl)ccc1N1CCOCC1,96,108,103,99,105,6,105,8
COC(=O)C1=NN(c2ccc(C)cc2)C2(S1)SC(C(C)=O)=C(C)N2c1ccccc1 (stereo not drawn),104,102,101,85,99,0,112,3

# Part of the list above, with each value named:
Cc1ccc(S(=O)(=O)N2CCN(C(=O)C3CC(=O)N(c4ccc5c(c4)OCCO5)C3)CC2)cc1 (stereo not drawn)
- LAP4 TOR yeast: 94
- RPL19A-GFP yeast: 93
- AGP1 TOR yeast: 99
- CR mimetic SO: 87
- MEP2-GFP yeast: 95
- GRK2 aptamer HTS: 5
- CIT2-GFP yeast: 102
- VLA-4 inh: -2
Cc1ccccc1/C=N\NC(=O)c1ccc(Cn2cccn2)o1
- LAP4 TOR yeast: 91
- RPL19A-GFP yeast: 103
- AGP1 TOR yeast: 96
- CR mimetic SO: 97
- MEP2-GFP yeast: 100
- GRK2 aptamer HTS: 0
- CIT2-GFP yeast: 98
- VLA-4 inh: -7
Cc1noc(C)c1CSCC(=O)Nc1cc(Cl)ccc1N1CCOCC1
- LAP4 TOR yeast: 96
- RPL19A-GFP yeast: 108
- AGP1 TOR yeast: 103
- CR mimetic SO: 99
- MEP2-GFP yeast: 105
- GRK2 aptamer HTS: 6
- CIT2-GFP yeast: 105
- VLA-4 inh: 8
COC(=O)C1=NN(c2ccc(C)cc2)C2(S1)SC(C(C)=O)=C(C)N2c1ccccc1 (stereo not drawn)
- LAP4 TOR yeast: 104
- RPL19A-GFP yeast: 102
- AGP1 TOR yeast: 101
- CR mimetic SO: 85
- MEP2-GFP yeast: 99
- GRK2 aptamer HTS: 0
- CIT2-GFP yeast: 112
- VLA-4 inh: 3

# The list continues.
SMILES,LAP4 TOR yeast,RPL19A-GFP yeast,AGP1 TOR yeast,CR mimetic SO,MEP2-GFP yeast,GRK2 aptamer HTS,CIT2-GFP yeast,VLA-4 inh
CCCCCOc1ccc(NS(C)(=O)=O)cc1,116,101,101,102,106,0,97,5
CCNC(=O)COC(=O)CCC(=O)c1cccs1,99,108,103,72,110,0,103,-1
COc1ccc(OCCC(=O)OCC(=O)NCCC2=CCCCC2)cc1,100,96,96,101,98,0,97,-1
O=C1c2ccccc2C(=O)C1C1=Nc2ccccc2NC(c2ccccc2)C1 (stereo not drawn),106,95,89,99,67,0,94,18
Cc1onc(-c2ccccc2Cl)c1C(=O)OCC(=O)N1CCC(C)CC1,98,99,97,128,96,2,95,13
Cc1n[nH]c(C)c1S(=O)(=O)N1CCCC(C(=O)O)C1 (stereo not drawn),104,102,108,104,110,0,107,-8
O=C(Nc1ccc2c(c1)C(=O)N(CC1CCCO1)C2=O)c1ccccc1Br (stereo not drawn),106,102,97,107,107,4,102,13
Cc1cc(C(=O)Nc2ccc(C#N)cc2)on1,116,107,102,110,108,0,99,17
O=C(COc1ccc(S(=O)(=O)Nc2ccccc2)cc1)NCc1ccccn1,71,113,98,97,100,1,112,3
CC1(C)CC(O)(CNCc2ccc3c(c2)OCO3)CCO1 (stereo not drawn),102,99,102,103,100,0,100,-7
CC1CC1C(=O)OCC(=O)NC(=O)NC12CC3CC(CC(C3)C1)C2 (stereo not drawn),101,97,98,93,99,0,101,-9
O=C(Nc1cc(Cl)ccc1N1CCOCC1)c1cc2ccccc2o1,98,102,106,104,99,1,110,-3
O=C(O)CSc1nnc(-c2ccc(S(=O)(=O)N3CCCC3)cc2)n1Cc1ccco1,105,98,96,100,99,2,99,6
COc1ccc(-n2ncc3c(N(C)C4CCCCC4)ncnc32)cc1,113,100,96,100,100,2,95,-9
CN(C)c1cccc(C(=O)NN2C(=O)NC3(CCCCC3)C2=O)c1,112,106,111,106,113,0,115,0
C=CCc1cccc(C2Nc3ccccc3C(=O)N2O)c1O (stereo not drawn),88,93,92,87,94,0,97,-14
CC(=O)Nc1ccc(S(=O)(=O)NNC(=O)c2sc(=S)n(C)c2C)cc1,96,106,107,98,102,4,103,13
CC(OC(=O)/C=C/c1ccccc1)C(=O)Nc1cccc(C#N)c1 (stereo not drawn),100,102,107,99,96,2,100,-2
Cc1cc(NC(=O)OC2CCCCC2)ccc1[N+](=O)[O-],98,102,97,91,106,3,96,5
Cc1cccc(NC(=S)N2CCC(c3nc4ccccc4o3)CC2)c1,99,101,94,138,102,0,76,-7
O=C(NC(=S)N1CCc2ccccc21)c1ccccc1Cl,98,103,93,95,105,0,92,26
COc1cccc(C(=O)O/N=C(\N)CS(=O)(=O)c2ccccc2)c1,96,103,103,113,102,4,112,-6
COc1ccc(OC)c2[nH]c(=O)c(CCNC(=O)c3ccc(S(=O)(=O)N(C)C)cc3)cc12,99,103,107,84,125,0,105,8
COc1cccc(-n2c(SCC(=O)c3c[nH]c4ccccc34)nc3ccccc3c2=O)c1,92,104,95,136,104,0,103,13

# Looked up by structure from above:
SMILES,LAP4 TOR yeast,RPL19A-GFP yeast,AGP1 TOR yeast,CR mimetic SO,MEP2-GFP yeast,GRK2 aptamer HTS,CIT2-GFP yeast,VLA-4 inh
Cc1cc(C(=O)Nc2ccc(C#N)cc2)on1,116,107,102,110,108,0,99,17
O=C(COc1ccc(S(=O)(=O)Nc2ccccc2)cc1)NCc1ccccn1,71,113,98,97,100,1,112,3

# Additional results:
SMILES,LAP4 TOR yeast,RPL19A-GFP yeast,AGP1 TOR yeast,CR mimetic SO,MEP2-GFP yeast,GRK2 aptamer HTS,CIT2-GFP yeast,VLA-4 inh
CC(C)OC(=O)C1C(=O)CC(C)(O)C(C(=O)OC(C)C)C1c1cccnc1 (stereo not drawn),110,106,112,96,114,3,98,11
Cc1ccc2nc(NCC(N)=O)nc(-c3ccccc3)c2c1,106,99,103,93,95,0,89,-4
COC(=O)c1cc(NS(=O)(=O)c2ccc3c(c2)CCC(=O)N3)cc(C(=O)OC)c1,95,97,98,126,92,3,91,-11
C#CCOCCOCCOCCNc1nc(N2CCN(C(=O)Cn3cc(CC(C)O)nn3)CC2)nc(N2CCN(C(=O)[C@H](C)n3cc(CCCN=C(N)N)nn3)CC2)n1 (stereo partly drawn),126,96,81,99,97,4,69,9
Cc1ccc(O)c(C=Nc2cc(C)ccc2O)c1,89,113,108,111,103,4,120,0
CCN1CCN(C(c2ccc(C(F)(F)F)cc2)c2ccc3cccnc3c2O)CC1 (stereo not drawn),94,82,27,129,154,38,92,-11
CS(=O)(=O)Nc1cccc(S(=O)(=O)N2CCN(C(=O)c3ccccc3)CC2)c1,114,100,104,83,100,2,95,10
O=C(CN(Cc1ccccc1)C(=O)CNS(=O)(=O)c1ccc(F)cc1)NCc1ccco1,102,104,104,101,110,0,106,5
COC(=O)c1ccc(N2C(=O)c3ccc(OC)c(OC)c3C2=O)cc1,116,105,109,96,109,0,109,-2
CCC1CCCCN1CCCNC(=O)C1CCC(=O)N1Cc1ccc(C)cc1 (stereo not drawn),111,98,97,107,104,0,101,2
O=C(CNS(=O)(=O)c1c(Cl)cccc1Cl)OCc1csc(-c2ccccc2)n1,99,99,104,93,101,0,92,x
Cc1cc(C(=O)CN2C(=O)NC(Cc3c[nH]c4ccccc34)C2=O)c(C)n1C (stereo not drawn),102,101,99,105,101,1,89,-3
COc1c(Cl)cc(Cl)cc1CNCCNCC(C)O (stereo not drawn),110,110,113,115,114,0,114,9
Cc1sc(NC(=O)c2ccco2)c(C(c2cccnc2)N2CCCC2)c1C (stereo not drawn),102,97,99,100,106,4,96,3
Fc1ccc(NC(=S)Nc2ccc(Cl)cc2)cc1,98,103,100,108,92,0,97,10
N/C(Cc1cccc2ccccc12)=N\OC(=O)c1ccc2c(c1)OCO2,96,102,101,108,109,0,106,-2
O=c1[nH]c(SCc2ccccc2)nc2[nH]ncc12,104,108,109,88,104,4,122,-3
